Yp Topo-I inh – Y. pestis Topo-I inhibition via cleavage products | Y. pestis Topo-I cleavage product accumulation, plate reader | activity, % at 10 µM | 360,000 compounds, 0.064% hits; in the data active means activity above about 50%, passing the limit was not always enough; further: inactives centre near 2
PfHsp40 yeast – rescue of PfHsp40-mediated yeast toxicity. S. cerevisiae expressing PfHsp40, growth rescue, ATP luminescence. growth rescue, % at 12.5 µM. 340,000 compounds, 0.68% hits; in the data active means growth rescue above about 28%, passing the limit was not always enough;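 further: yeast W303a lacking pdr1 and pdr3 grown in galactose medium; growth measured after three days at 30 °C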
VHR inh abs – inhibitors of human VHR1 phosphatase (DUSP3); P51452; recombinant VHR phosphatase, pNPP absorbance; inhibition, % at 13.3 µM; 290,000 compounds, 0.52% hits; AID 1654; in the data active means inhibition above about 50%; further: some compounds called inactive have numbers as strong as hits
BoNT-A LC inh2 – inhibitors of Botulinum neurotoxin A light chain protease; multiplex microsphere protease substrate cleavage, flow cytometry; inhibition, % at 10 µM; 360,000 compounds, 0.17% hits; AID 588499; further: plate controls were buffer without enzyme for full effect and enzyme alone for no effect
CCHF vOTU inh – blocks the CCHF virus ovarian tumor domain protease | CCHFV vOTU protease, Pep-AMC fluorescence | inhibition, % at 11.5 µM | 370,000 compounds, 0.55% hits | AID 651958; in the data active means inhibition above about 30%; further: 0% = vehicle wells with enzyme and 100% = no enzyme wells
BH1578 lux ind – quorum light induction in luxS cqsA deficient V. cholerae; V. cholerae BH1578 lux reporter, luminescence, 6 h; activation, % at 18.7 µM; 350,000 compounds, 0.16% hits; AID 588436; in the data active means activation mostly above about 9.7%, no sharp cut-off; further: not every result past the cut was called active; inactives centre near 0; reference of the scale not given here
SSB-PriA inh – inhibitors of Klebsiella pneumoniae PriA binding to SSB C-terminal tail | AlphaScreen SSBct-PriA binding, biotinylated peptide | inhibition, % at 33 µM | 430,000 compounds, 0.6% hits; in the data active means inhibition mostly above about 37%, no sharp cut-off; inactive means mostly below about 20%;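 further: plate controls were negative control peptide for no effect and reference peptide for full effect; strong numbers were not always called active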
TcdB GH inh – inhibitors of Clostridioides difficile toxin B glycohydrolase; AID 652162; TcdB glycohydrolase enzymatic assay, plate reader; inhibition, % at 9.99 µM; 350,000 compounds, 0.24% hits; P18177; in the data active means inhibition above about 10%
3CLpro inhibitor – SARS-CoV 3CLpro protease inhibition; P0C6X7; recombinant SARS-CoV 3CLpro, quenched FRET peptide cleavage; inhibition, % at 6 µM; 290,000 compounds, 0.14% hits; in the data active means inhibition above about 12%
Anthrax LF inh2 – anthrax lethal factor protease inhibition. P15917. multiplex microsphere protease cleavage assay, LF. inhibition, % at 10 µM. 360,000 compounds, 0.12% hits; further: plate controls were buffer without enzyme for full effect and enzyme alone for no effect
* marks the source's active call; other numbers are inactive results; i = inactive; / = not tested or not shown; & = joins results of further samples; ! = not active in a repeat. Unless noted, no stated cut-off is given here; in the data, active means inhibition above about 30%; inconclusive means no clear call, values can overlap the other calls; inactive means below that.

#	structure	Yp Topo-I inh	PfHsp40 yeast	VHR inh abs	BoNT-A LC inh2	CCHF vOTU inh
1	COCCN(CC1CCCN(C2Cc3ccccc3C2)C1)C(=O)c1cccc(C)c1 (stereo unspecified)	12	-0.6	38	-2.7	14
2	O=C(NC(O)C(=O)c1cccs1)c1cccnc1 (stereo unspecified)	0	-1.3	11	-0.1	3
3	CCCNC(=O)C1(C)CCCN(Cc2ccc(-c3ccccc3)cc2)C1 (stereo unspecified)	27	/	/	-0.4	3
4	O=S(=O)(NCC(c1ccco1)N1CCc2ccccc21)c1ccccc1 (stereo unspecified)	12	-1.4	/	/	-5
5	COc1ccccc1CCNC(=O)C(=O)NCC1OCCN1S(=O)(=O)c1ccccc1 (stereo unspecified)	16	0.5	33	0.2	2
6	CC(C)COc1cccc(C(=O)N(C)CC(=O)Nc2cccc3ccccc23)c1	29	2.1	/	1.0	15
7	O=C(C1CCCN(Cc2ccc3c(c2)OCO3)C1)N1CCCC1 (stereo unspecified)	-1	-0.3	22	-0.4	4
8	CC(C)[C@H](NC(=O)c1c(F)cccc1F)C(=O)Nc1cccc(Br)c1	-3	-3.8	/	-4.5	-11

#	BH1578 lux ind	SSB-PriA inh	TcdB GH inh	3CLpro inhibitor	Anthrax LF inh2
1	1.2	12	-0.4	-1	-1
2	-0.1	-8	/	-1	5
3	0.3	/	2.0	/	-3
4	-0.3	25*!	-2.2	/	/
5	-0.6	-3	0.0	3	2
6	i	-6	0.9	/	3
7	-0.5	-3	/	-5	-6
8	i	4	0.3	-1	-11

Going on with the list.
#	structure	Yp Topo-I inh	PfHsp40 yeast	VHR inh abs	BoNT-A LC inh2	CCHF vOTU inh
9	Nc1c(C(=O)NC2CCCC2)c2nc3ccccc3nc2n1/N=C/c1ccco1	5	0.0	8	0.9	/
10	CCOC(=O)C1CCCN(S(=O)(=O)c2cc3[nH]c(=O)c(=O)[nH]c3cc2C)C1 (stereo unspecified)	-1	-0.9	9	0.1	-25
11	COc1ccc(CCn2nnnc2CN2CCN(C(=O)c3ccco3)CC2)cc1OC	8	-1.1	-19	-0.1	-1
12	NNC(=O)C(Cc1c[nH]c2ccccc12)NC(=O)c1ccccc1 (stereo unspecified)	1	-0.6	20	0.3	10
13	COC(=O)C1C(=O)C=C(N2CCOCC2)CC1(C)C (stereo unspecified)	1	1.6	5	-0.4	-4
14	COC(=O)c1sc(NC(=O)CSc2nnnn2C)nc1C	-1	-1.2	-8	-0.5	11
15	COCCCN1CN(S(=O)(=O)c2cccs2)c2nc3ccccc3nc21	1	-0.4	-7	0.2	-2
16	CCOc1ccc(CCNC(=O)Cn2c(-c3nonc3N)nc3ccccc32)cc1OCC	25	-1.5	1	0.2	2

#	BH1578 lux ind	SSB-PriA inh	TcdB GH inh	3CLpro inhibitor	Anthrax LF inh2
9	-0.7	/	/	3	-5
10	-0.2	-16	-0.1	4	-4
11	-0.3	-13	-2.9	0	1
12	i	1	0.2	4	-7
13	0.7	-11	/	0	0
14	-0.3	-11	1.0	1	-2
15	i	-8	0.4	2	11
16	-1.3	-10	/	3	-1

Going on with the list.
#	structure	Yp Topo-I inh	PfHsp40 yeast	VHR inh abs	BoNT-A LC inh2	CCHF vOTU inh
17	Cc1ccc2c(CSc3nncs3)cc(=O)oc2c1	9	0.9	18	1.2	10
18	COc1ccc(NC(=S)NCCCCCC(=O)C[N+](=O)[O-])cc1	11	-0.7	16	-1.0	-6
19	COc1nc(NC2CCCCC2)nc(N2CCCCCC2)n1	26	0.1	-5	0.3	10
20	CCN(CC)S(=O)(=O)c1ccc(C(=O)OCC(=O)Nc2ccc(-c3nc4ccc(C)cc4s3)cc2)cc1	7	-0.2	3	-0.2	-24
21	O=C(Nc1nc(-c2ccc(F)cc2)cs1)c1ccc(N2C(=O)CCC2=O)cc1	-8	-0.9	0	-0.7	-2
22	CC(=NCCO)c1c(O)n(C)c(=O)n(C)c1=O	0	0.3	13	-0.5	1
23	CC(=O)Nc1cccc(-c2cc3nc(NCc4cccnc4)n(C)c(=O)c3s2)c1	9	/	/	-0.4	-8
24	Nc1c(C(=O)Nc2cccc(Cl)c2Cl)sc2nc(-c3cccnc3)ccc12	-6	-0.5	22	3.1	-10

#	BH1578 lux ind	SSB-PriA inh	TcdB GH inh	3CLpro inhibitor	Anthrax LF inh2
17	-0.4	-9	-0.7	-7	-2
18	-0.8	14	2.5	7	-6
19	i	-6	/	-6	2
20	-0.8	-21	-0.4	-1	-1
21	-0.3	-17	-1.9	1	12
22	i	-13	0.1	-2	-1
23	i	/	0.2	/	-6
24	-1.4	4	-0.2	-3	0

Additional results.
#	structure	Yp Topo-I inh	PfHsp40 yeast	VHR inh abs	BoNT-A LC inh2	CCHF vOTU inh
25	COC(=O)C[C@H]1c2cc(C(F)(F)F)ccc2S(=O)(=O)N1C1CCCCC1	4	-0.5	/	-0.6	-4
26	CCCCNc1c(-c2cccc(SC3CCCCC3)c2)nc2ccc(Cl)cn12	14	-0.6	/	-0.7&-1.3	-11&-3
27	CC1CCCN(C(=O)Cn2c(=O)oc3cc(S(=O)(=O)N4CCCCC4C)ccc32)C1 (stereo unspecified)	2	1.1	/	0.0	-1
28	O=C(Cn1cnc2c(cnn2-c2ccccc2)c1=O)c1ccc(Cl)cc1	-3	-0.5	19	-0.8	-3
29	Cc1noc(C)c1COc1ccccc1C(=O)N1CCN(S(=O)(=O)c2ccccc2C(F)(F)F)CC1	14	1.5	/	-0.3	-1
30	O=C(c1ccc(C(=O)N2CCCc3ccccc32)nc1)N1CCCc2ccccc21	2	-0.8	-3	0.2	-19
31	COC(=O)C1C(=O)c2c([nH]c(C(=O)OC3CCCC3)c2C)CC1C (stereo unspecified)	19	0.4	7	0.0	13
32	CC1(NC(=O)c2cc(Cl)nc3ccccc23)CCS(=O)(=O)C1 (stereo unspecified)	4	-1.4	/	/	-10

#	BH1578 lux ind	SSB-PriA inh	TcdB GH inh	3CLpro inhibitor	Anthrax LF inh2
25	i	3	/	/	-1
26	-0.6	-23	0.2&-1.5	/	-7&-10
27	-0.1	6	-0.8	/	-4
28	-0.2	-4	0.0	-7	-7
29	0.3	12	0.5	/	2
30	-3.3	2	1.0	/	-3
31	i	-13	/	3	-2
32	2.0	0	1.3	/	/

Profiles, quoted from the list. Order of values: Yp Topo-I inh	PfHsp40 yeast	VHR inh abs	BoNT-A LC inh2	CCHF vOTU inh	BH1578 lux ind	SSB-PriA inh	TcdB GH inh	3CLpro inhibitor	Anthrax LF inh2
CCCCNc1c(-c2cccc(SC3CCCCC3)c2)nc2ccc(Cl)cn12 as listed: 14	-0.6	/	-0.7&-1.3	-11&-3	-0.6	-23	0.2&-1.5	/	-7&-10
O=C(c1ccc(C(=O)N2CCCc3ccccc32)nc1)N1CCCc2ccccc21 as listed: 2	-0.8	-3	0.2	-19	-3.3	2	1.0	/	-3
COC(=O)C1C(=O)c2c([nH]c(C(=O)OC3CCCC3)c2C)CC1C (stereo unspecified) as listed: 19	0.4	7	0.0	13	i	-13	/	3	-2
CC1(NC(=O)c2cc(Cl)nc3ccccc23)CCS(=O)(=O)C1 (stereo unspecified) as listed: 4	-1.4	/	/	-10	2.0	0	1.3	/	/
CC1CCCN(C(=O)Cn2c(=O)oc3cc(S(=O)(=O)N4CCCCC4C)ccc32)C1 (stereo unspecified) as listed: 2	1.1	/	0.0	-1	-0.1	6	-0.8	/	-4

(listing goes on)
#	structure	Yp Topo-I inh	PfHsp40 yeast	VHR inh abs	BoNT-A LC inh2	CCHF vOTU inh
33	CC1(C(=O)Nc2ccc3c(c2)OCCO3)CCN1Cc1ccccc1OC(F)F (stereo unspecified)	16	/	/	-0.4	-10
34	CCOC(=O)C1=C(CN2CCN(C(=O)c3ccco3)CC2)NC(=O)NC1c1ccc(C)cc1 (stereo unspecified)	18	-0.2	12	-3.0	2
35	S=c1[nH]c(-c2cccs2)cn1-c1ccccc1	6	1.2	7	1.5	-5
36	O=C(N/N=C/c1c[nH]c2ccc(Br)cc12)c1ccccn1	-13	-0.5	2	-0.5	0
37	Cc1ccc(C(=O)N/C(=C/c2ccc(C(C)C)cc2)C(=O)NCCCN2CCOCC2)cc1	22	/	18	-0.4	-2
38	CCN(CC)CCCNC(=O)c1cc(Cl)c(NC(=O)C2=C(C)OCCS2)cc1OC	6	0.5	10	-1.2	2
39	COC(=O)c1ccc(NC(=O)CN(c2ccc3c(c2)OCO3)S(C)(=O)=O)cc1	2	0.9	-11	0.2	13
40	COc1cc(/C=C/C(=O)O)cc(S(=O)(=O)Nc2ccc3c(c2)OCO3)c1OC	0	0.4	30	-0.1	3

#	BH1578 lux ind	SSB-PriA inh	TcdB GH inh	3CLpro inhibitor	Anthrax LF inh2
33	i	/	0.2	/	-2
34	-0.2	-12	-1.1	1	-2
35	-0.4	0	2.8	2	-1
36	0.3	/	-12	1	-3
37	i	-11	2.2	0	-7
38	i	2	1.2	-2	11
39	-0.3	-7	/	6	-1
40	-0.3	-6	3.6	3	-2

Other compounds follow.
#	structure	Yp Topo-I inh	PfHsp40 yeast	VHR inh abs	BoNT-A LC inh2	CCHF vOTU inh
41	Cc1ccc(C)c(NS(=O)(=O)c2cc(C(=O)NCCSC3CCCCC3)ccc2C)c1	1	1.0	24	0.0	4
42	CCCCSCCCNC(=O)c1ccc2c(c1)N(CC)C(=O)c1ccccc1S2=O (stereo unspecified)	35	-0.1	-22	-0.6	9
43	CCOc1ccc2c(C)nc(NC3=NC(C)(C)C=C(C)N3)nc2c1	27	0.0	-4	1.0	-14
44	Cc1ccc(/C=C2\SC(=S)N(c3cccnc3)C2=O)cc1	1	0.8	-1	0.4	2
45	CC(=O)OCC(=O)C1CCC2C3CCC4=CC(=O)C=CC4(C)C3CCC12C (stereo unspecified)	6	-1.4	/	-0.3	6
46	CC1(C)CC(=O)C(CC(=O)Nc2cc(C(F)(F)F)ccc2Cl)C(=O)C1	-2	1.8	12	0.2	6
47	Cc1nn(-c2ccccc2)c(C)c1NC(=O)COc1ccc([N+](=O)[O-])cc1	11	-0.4	/	-4.0	1
48	C=CCN(c1ccccc1)S(=O)(=O)c1cccc(C(=O)NC2CCC(O)CC2)c1 (stereo unspecified)	3	-0.8	/	0.0	-6

#	BH1578 lux ind	SSB-PriA inh	TcdB GH inh	3CLpro inhibitor	Anthrax LF inh2
41	i	11	0.4	9	2
42	0.6	4	0.9	-3	-9
43	0.2	-9	11*	-2	-1
44	i	-6	3.2	6	-8
45	i	-3	1.8	/	-2
46	i	-81	2.7	1	0
47	-0.2	-6	0.7	/	-3
48	i	-2	-0.8	/	1

As entered above:
In PfHsp40 yeast, #46 shows 1.8
In Anthrax LF inh2, #47 shows -3

The listing picks up; the 2 compounds before the break are reprinted first.
#	structure	Yp Topo-I inh	PfHsp40 yeast	VHR inh abs	BoNT-A LC inh2	CCHF vOTU inh
47	Cc1nn(-c2ccccc2)c(C)c1NC(=O)COc1ccc([N+](=O)[O-])cc1	11	-0.4	/	-4.0	1
48	C=CCN(c1ccccc1)S(=O)(=O)c1cccc(C(=O)NC2CCC(O)CC2)c1 (stereo unspecified)	3	-0.8	/	0.0	-6
49	N=C1C(=O)OCC1c1ccccc1NC(=O)c1ccc(F)cc1 (stereo unspecified)	1	-1.8	-10	-0.2	-7
50	CN1CCN(CC(=O)Nc2ccc(Cl)cc2Cl)CC1	2	-0.8	-1	0.2	9
51	CC1CCCCN1Cc1c(O)ccc2c(=O)c(-c3ccc(Br)cc3)coc12 (stereo unspecified)	17	-1.9	-29	0.3	-70
52	CC(OC(=O)C1CCN(c2ccc(C(F)(F)F)cn2)CC1)C(=O)Nc1ccc(S(N)(=O)=O)cc1 (stereo unspecified)	16	3.3	14	-4.4	12

#	BH1578 lux ind	SSB-PriA inh	TcdB GH inh	3CLpro inhibitor	Anthrax LF inh2
47	-0.2	-6	0.7	/	-3
48	i	-2	-0.8	/	1
49	i	6	/	-1	1
50	-0.3	-13	1.0	-2	-2
51	i	-6	-1.2	4	-4
52	-0.1	-6	1.3	-1	-2

Bioassay records as filed in PubChem BioAssay.

Some of the compounds tested; count on the stated rates, not on these rows.
